# High-throughput results deposited in PubChem by NCI.
# All columns: NCI-60 one-dose screen, growth in % after 48 h at 10 µM unless noted; 100 = growth as untreated, 0 = no growth, -100 = all killed.
# SNB-75 – SNB-75 CNS cancer. 79,000 tested, 5% active
# SNB-19 – SNB-19 CNS cancer cells | 81,000 tested, 2.5% active | AID 1794751
# A498 – A498 renal cancer cells. 76,000 tested, 5.4% active
# RXF 393 – RXF 393 renal cancer cells. 77,000 tested, 6.9% active
# SF-539 – SF-539 CNS cancer; 81,000 tested, 6.8% active; AID 1794752
# CAKI-1 – CAKI-1 renal cancer; 75,000 tested, 4.7% active; AID 1794772
# ACHN – ACHN renal cancer; 81,000 tested, 4.9% active; AID 1794771
# SF-268 – SF-268 CNS cancer cells; 82,000 tested, 3.1% active; AID 1794759
# The depositor's hits bear a star; · = no result given; & = joins results of further samples; [ ] = dose if it differs, or a comment. How the source made its calls: active means growth percent below 10; inactive means the rest.
no.	SMILES	SNB-19	RXF 393	SF-539	ACHN	SNB-75	A498	CAKI-1	SF-268
1	O=C(/C(=N\Nc1ccc([N+](=O)[O-])cc1)c1ccccc1)c1ccccc1	87	85	91	82	43	60	66	93
2	CCOC(=O)C(CCC(=O)c1ccccc1)(NC(C)=O)C(=O)OCC	90	113	104	95	95	114	91	103
3	O=C1C(O)=C(O)C(=O)C(O)=C1O	117&103&102	116&115&125	119&98&124	114&100&106	114&102	100&107	102&94&89	108&107&120
4	COc1cc(/C=N/N=C(N)N)ccc1O	107	200	·	115	99	·	·	·
5	COc1cc(C(=O)/C=C/c2c(C(F)(F)F)nc3ccccn23)cc(OC)c1OC	15	-69*	-93*	-79*	1.2*	8.5*	-26*	-36*
6	CC(C)(C)OC(=O)N1CCc2c(sc3ncnc(N/N=C/c4cccc(Br)c4)c23)C1	65	63	53	34	68	73	31	64
7	CN(C)C(=O)c1cc2cnc(Nc3ccc(-c4csc5c(=O)cc(N6CCNCC6)oc45)cc3)nc2n1C1CCCC1	25	-79*	-33*	16	20	-7.2*	43	19
8	CCCCCCCCCCCCCCCCO	104	101	105	102	87	93	102	94
9	CCCCSc1nc(N/N=C/c2cccc(Br)n2)c(C#N)c(-c2ccc(OC)cc2)n1	93	101	102	106	·	104	97	90
10	C/C(=N\N1C(=O)c2ccccc2NC1c1ccc(Br)cc1)c1c(O)cc(C)oc1=O (centres undefined)	94	103	104	107	102	94	·	101
11	O=C(O)CCCCCCCCCCCCCCC(=O)O	99	·	105	107	88	77	103	99
12	C=C(C)[C@@H]1CC[C@]2(C(=O)NC(COC(=O)C(Cl)Cl)(COC(=O)C(Cl)Cl)COC(=O)C(Cl)Cl)CC[C@]3(C)[C@H](CC[C@@H]4[C@@]5(C)CC[C@H](OC(C)=O)C(C)(C)[C@@H]5CC[C@]43C)[C@@H]12	71	43	76	51	81	100	48	59
13	O=C(Oc1ccc([N+](=O)[O-])cc1)c1ccc(C[n+]2ccccc2)cc1	·	103	104	99	82	96	106	107
14	O=C(NCCc1ccc(O)c(O)c1)C12CC3CC(CC(C3)C1)C2	99	101	80	91	82	101	51	90
15	O=C(O)CCCn1cc(COP(=O)(OCc2cn(CCCC(=O)O)nn2)C(c2ccccc2)(c2ccccc2)c2ccccc2)nn1	117	99	97	110	98	104	79	127
16	COc1ccc(C2(c3ccc(OC)cc3)c3ccccc3Cc3c(OC)cccc32)cc1	92	119	99	91	95	·	58	95
17	O=C(CSc1nnc(-c2cc(-c3ccccc3)nc3ccccc23)n1-c1ccccc1)Nc1ccc(Cl)cc1	95	105	104	99	92	91	77	92
18	O=C(/C=C1\C(=O)N(Cc2ccccc2)c2ccccc21)c1cc2ccccc2oc1=O	102	86	99	18	88	144	70	96
19	O=[N+]([O-])c1ccccc1N=Nc1ccc(O)cc1O	111	121	113	109	92	139	95	118
20	C/C(=C/CC1=C(O)c2ccccc2C(=O)C1=O)CO	103	111	101	105	90	95	128	97
21	Cc1ccc(/C=N\NC(=O)c2[nH]c3ccc(F)cc3c2-c2ccccc2)cc1	46	48	21	39	14	19	1.2*	39
22	COc1ccc(-c2cc(-c3cccnc3)nc(S(=O)(=O)CC(N)=O)c2C#N)cc1OC	101	117	99	102	78	115	94	96
23	COc1ccc(/C=C(\c2cc(OC)c(OC)c(OC)c2)c2nnc(-c3cc4ccccc4o3)o2)cc1	94	102	105	90	90	70	78	95
24	COc1ccc(C2=NN(C=O)C(c3cccc(Nc4ccnc5cc(Cl)ccc45)c3)C2)cc1 (centres undefined)	40	17	9.0*	36	8.4*	27	·	41
25	CC(C)Sc1nc(-c2ccc(Br)cc2)c(C#N)c(N2CCCCC2)n1	105	110	104	101	99	84	96	103
26	C=CN(C(=O)N1CCN(c2cc3c(cc2F)c(=O)c(C(=O)O)cn3C2CC2)CC1)c1nc(-c2ccc(Br)cc2)cs1	100	91	97	95	94	80	71	100
27	COc1ccc(/C(=C2\O[C@@H]([C@H]3COC(C)(C)O3)[C@H]3OC(C)(C)O[C@@H]23)c2cc(OC)c(OC)c(OC)c2)cc1O	47	82	9.9*	45	6.1*	63	93	36
28	Nc1[nH]c(=O)[nH]c(=O)c1NCc1ccccc1	103	107	107	125	87	124	100	111
29	O=C(CCCCC(=O)Nc1cccc(Cn2nnc3cc(Cl)c(Cl)cc32)c1)Nc1cccc(Cn2nnc3cc(Cl)c(Cl)cc32)c1	101	100	97	104	93	92	88	102
30	CN(C)C(=O)c1ccccc1C(=O)O	114	117	92	105	96	100	105	109

# The last 3 records of the part before lead into the next:
no.	SMILES	SNB-19	RXF 393	SF-539	ACHN	SNB-75	A498	CAKI-1	SF-268
28	Nc1[nH]c(=O)[nH]c(=O)c1NCc1ccccc1	103	107	107	125	87	124	100	111
29	O=C(CCCCC(=O)Nc1cccc(Cn2nnc3cc(Cl)c(Cl)cc32)c1)Nc1cccc(Cn2nnc3cc(Cl)c(Cl)cc32)c1	101	100	97	104	93	92	88	102
30	CN(C)C(=O)c1ccccc1C(=O)O	114	117	92	105	96	100	105	109
31	Cc1ccc(S(=O)(=O)Oc2ccccc2[N+](=O)[O-])cc1	102	109	113	110	103	105	94	109
32	CC(=O)C(Cc1ccc(C(C)C)cc1)C(C)C (centres undefined)	100	·	101	109	89	88	98	86
33	CC(C)(C)C(CC(=O)/C=C\c1ccccc1)c1ccccc1 (centres undefined)	96	102	102	87	77	77	81	95
34	CCCCOc1ccccc1N	100	128	92	102	104	98	96	108
35	C=C(C[n+]1ccccc1)[C@@H]1CC[C@]2(CO)CC[C@]3(C)[C@H](CC[C@@H]4[C@@]5(C)CC[C@H](O)C(C)(C)[C@@H]5CC[C@]43C)[C@@H]12	90	111	96	89	·	107	99	96
36	C/C(=N/O)c1ccc(N2C(=O)c3cc(Cl)c(Cl)cc3C2=O)cc1	99	118	98	104	98	90	97	102
37	Cc1csc(Nc2nc(-c3cccc(Cl)c3)nc(C(Cl)(Cl)Cl)n2)n1	40	-2.8*	34	-22*	3.5*	-19*	4.3*	66
38	CC(CCN(CC(=O)O)CC(=O)O)N(CC(=O)O)CC(=O)O (centres undefined)	100	95	87	97	93	71	71	94
39	CC(C)(C)OC(=O)NCCC1SC2C=CC1C2 (centres undefined)	106	111	106	93	90	92	89	100
40	Cc1[nH]c2ncnc(Nc3ccc(C(=O)Nc4cccc(Cl)c4)cc3)c2c1C	100	105	105	110	108	100	·	98
41	Cc1ccc2n[nH]nc2c1	101	95	97	105	95	107	92	112
42	COC1=C(Br)C(=O)C(OC)=C(Br)C1=O	96	119	108	104	103	128	99	111
43	CSc1nc(SCc2ccc(Cl)cc2)ncc1C	105	128	99	93	95	88	·	93
44	CC(=O)Nc1cccc(C(=O)NC(=S)Nc2ccc(S(N)(=O)=O)cc2)c1	104	105	92	95	87	109	96	99
45	COc1cc(OC)c2cc(C(=O)c3ccc(C#N)cc3)c(=O)oc2c1	89	109	82	95	85	99	85	88
46	C/C(=N/NC(N)=S)c1sc(Nc2ccccc2O)nc1C	95	103	97	91	127	94	108	88
47	Cn1ccnc1C(=O)/C=C/c1ccc(C(=O)Nc2ccc(S(F)(F)(F)(F)F)cc2)cc1	9.4*	·	-37*	42	12	38	24	15
48	COc1cccc(/C=C/[C@@H](O)[C@@H](O)[C@@H]2O[C@H]2C)c1CO	103	115	107	115	99	99	97	111
49	Cc1nn(-c2ccccc2)c2nc3c(c(-c4ccc(Cl)cc4)c12)CNC1(CCCC1)N3	106	94	105	99	87	83	100	94
50	COc1ccc(C2=NN(C(C)=O)C(c3ccc(OC)c(OCc4ccccc4)c3)C2)cc1OC (centres undefined)	80	95	88	98	81	85	61	84
51	CCOC(=O)/C(F)=C/C1CC1C1CCN(C(=O)OC(C)(C)C)CC1 (centres undefined)	96	105	103	97	94	127	94	99
52	CCOC(=O)c1c(C)oc2ncnc(N3CCN(C(=S)Nc4ccccc4)CC3)c12	96	91	92	92	80	·	80	94
53	c1cc(SSc2ccncc2)ccn1	95	94	97	90	78	98	93	104
54	O=[N+]([O-])c1ccc(-c2nnc(CNc3ccc(F)c(Cl)c3)o2)cc1	110	127	100	102	99	96	89	104
55	C#CCC(C(=O)OCC)C(=O)OCC	102	128	101	102	91	95	94	104
56	CCOC(=O)NC(Cc1ccccc1)c1ccccc1 (centres undefined)	104	112	99	109	100	94	·	111
57	O=C(O)/C=C(\c1nc2ccc([N+](=O)[O-])cc2[nH]1)c1cc(Cl)ccc1O	19	39	26	13	50	7.3*	·	32
58	CC(=O)Nc1ccc(I)cc1C(=O)O	99	105	96	101	85	91	106	94
59	Cc1ccccc1C(=O)N1CCc2cc(-c3nc(NC(=O)Cc4ccc5c(c4)OCO5)sc3C)ccc21	84	90	·	61	80	47	58	72
60	COc1cc2nc(Cl)nc(Nc3cccc(C4=NN(C(C)=O)C(c5ccc(F)cc5)C4)c3)c2cc1OC (centres undefined)	92	75	73	90	60	69	67	91

# A different layout for some results above:
# Fields: SNB-19 | RXF 393 | SF-539 | ACHN | SNB-75 | A498 | CAKI-1 | SF-268
12) C=C(C)[C@@H]1CC[C@]2(C(=O)NC(COC(=O)C(Cl)Cl)(COC(=O)C(Cl)Cl)COC(=O)C(Cl)Cl)CC[C@]3(C)[C@H](CC[C@@H]4[C@@]5(C)CC[C@H](OC(C)=O)C(C)(C)[C@@H]5CC[C@]43C)[C@@H]12
  71 | 43 | 76 | 51 | 81 | 100 | 48 | 59
13) O=C(Oc1ccc([N+](=O)[O-])cc1)c1ccc(C[n+]2ccccc2)cc1
  · | 103 | 104 | 99 | 82 | 96 | 106 | 107
14) O=C(NCCc1ccc(O)c(O)c1)C12CC3CC(CC(C3)C1)C2
  99 | 101 | 80 | 91 | 82 | 101 | 51 | 90
15) O=C(O)CCCn1cc(COP(=O)(OCc2cn(CCCC(=O)O)nn2)C(c2ccccc2)(c2ccccc2)c2ccccc2)nn1
  117 | 99 | 97 | 110 | 98 | 104 | 79 | 127
16) COc1ccc(C2(c3ccc(OC)cc3)c3ccccc3Cc3c(OC)cccc32)cc1
  92 | 119 | 99 | 91 | 95 | · | 58 | 95

# Next entries.
no.	SMILES	SNB-19	RXF 393	SF-539	ACHN	SNB-75	A498	CAKI-1	SF-268
61	O=C1CCN(S(=O)(=O)c2ccc(OC(F)(F)F)cc2)CC1	95	106	97	100	96	79	92	96
62	COc1ccc2c(c1)CC[C@@H]1[C@@H]2CC[C@]2(C)[C@@H](O)C(=O)C[C@@H]12	102	134	100	95	97	96	97	97
63	COc1ccc(OC)c(Cn2cc3c(c2)-c2oncc2CC3)c1	51	37	-7.3*	56	-1.7*	24	13	58
64	Cc1nn(-c2ccc(F)cc2)c2ncnc(N3CCN(c4ccc(Cl)cc4)CC3)c12	105	117	96	98	100	90	·	95
65	CC(C)=C[C@@H]1CC2Cc3cc(Cl)ccc3N1O2 (some centres undefined)	99	104	98	100	83	80	85	108
66	CNC(=O)c1cc(-n2ccc3cc(NC(=O)c4cccc(C(F)(F)F)c4)ccc32)ccn1	95	75	94	110	101	60	97	100
67	CC1=C(c2ccccc2)C=NNCC1=O	114	133	96	·	90	77	100	102
68	Cc1cccc(C(=O)/C=C/c2c(Cl)nc3sccn23)c1	83	99	99	91	86	100	86	94
69	CCSc1nc(Cl)cc(Sc2nc(N)nc3nc[nH]c23)n1	107	120	104	106	112	99	82	94
70	O=C(/C=C/c1cn(-c2ccccc2)nc1-c1ccc([N+](=O)[O-])cc1)c1ccc(Cl)cc1	53	27	30	52	-5.1*	79	32	35
71	Cc1nnc2c3ccccc3c(N[C@@H](C)[C@H](c3ccccc3)N(C)C)nn12	98	111	109	106	91	79	·	107
72	COc1cc(/C=C/c2nnc(-c3cc(-c4ccc(Cl)cc4)n[nH]3)o2)cc(OC)c1OC	88	78	91	102	63	94	90	102
73	O=C(Nc1ccccc1)Nc1ccc(Nc2ncnc3sc4c(c23)CCCC4)cc1	96	102	104	101	93	83	100	100
74	O=C(Nc1ccc(Cl)cc1)Nc1ccc(Oc2ncnc3sc4c(c23)CCCC4)cc1	80	88	71	95	71	70	95	87
75	C#COc1cccc(Nc2ncnc3ncc(NC(=O)CCl)cc23)c1	20[6.25 µM]	-13*[6.25 µM]	0.9*[6.25 µM]	7.6*[6.25 µM]	49[6.25 µM]	62[6.25 µM]	36[6.25 µM]	-6.6*[6.25 µM]
